Screening data deposited in PubChem by several laboratories.
KCNK3 inh – human KCNK3 channel inhibition, primary screen | CHO-KCNK3 thallium flux, FluxOR fluorescence; stronger effect = lower value | B-score at 10 µM | hit rate 0.84% among 340,000 | AID 602410;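 active means B-score under library mean minus 4 SD, starting fluorescence ratio at most library mean plus 5 SD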;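 further: more negative B-score means stronger inhibition of thallium flux through KCNK3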
Target sequence (O14649 whole entry, looked up): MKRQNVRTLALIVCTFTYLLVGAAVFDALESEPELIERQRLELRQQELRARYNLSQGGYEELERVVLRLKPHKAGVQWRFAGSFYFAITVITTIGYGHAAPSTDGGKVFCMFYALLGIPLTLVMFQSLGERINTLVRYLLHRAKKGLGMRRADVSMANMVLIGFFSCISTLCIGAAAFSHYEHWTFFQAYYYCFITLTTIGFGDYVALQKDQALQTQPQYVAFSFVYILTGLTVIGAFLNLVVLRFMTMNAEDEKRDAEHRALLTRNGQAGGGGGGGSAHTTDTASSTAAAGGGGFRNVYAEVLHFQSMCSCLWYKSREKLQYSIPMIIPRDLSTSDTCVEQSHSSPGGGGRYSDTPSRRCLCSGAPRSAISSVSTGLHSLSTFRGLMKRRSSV
DYRK1A inh – Dyrk1A (rat) kinase inhibition | AID 504441 | Q63470 | inhibition, % at 12.5 µM | hit rate 0.43% among 310,000 | ADP-Glo luminescence, NFATc1 peptide; in the data active means inhibition above about 50%;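 further: plate controls were vehicle with enzyme for no effect and no enzyme for full effect; many of its hits are not listed in these tables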
Active calls of the source: *; i = inactive.

Every second line gives: KCNK3 inh | DYRK1A inh
> O=C(NNC(=O)C1CCC1)c1ccccc1
 : i | -5
> COc1ccc2oc(=O)c(C(=O)Nc3ccccc3-c3ccccc3)cc2c1
 : i | -3
> O=C(COC(=O)c1ccc([N+](=O)[O-])o1)Nc1ccc(N2CCOCC2)cc1
 : i | -2
> COc1ccc(C(C)(C)C)cc1NC(=O)CCN1C(=O)NC(C)(C)C1=O
 : i | 1
> N#Cc1ccsc1NC(=O)C1CCN(C(=O)c2ccc(F)cc2)CC1
 : i | -1
> O=C(O)c1cc2cc(Cl)ccc2[nH]1
 : i | 48
> Cc1nc(SCC(=O)N2CCN(C(=O)c3cccs3)CC2)c2c(C)c(C)sc2n1
 : i | -5
> O=C1CC(c2cccc(O)c2)Oc2ccccc21 (stereo not drawn)
 : i | 6
> COc1cc(C(=O)NCCNC(=O)c2ccco2)cc(OC)c1OC
 : i | 6
> O=c1cc(OCc2ccccc2)cc[nH]1
 : i | 1
> CCCCN1CC(=O)N2[C@H]3c4cc(Br)ccc4OC[C@@H]3[C@H](C(=O)OCC)[C@]2(C)C1=O
 : i | 0
> Fc1ccc(-c2nnc(CN3CCC(c4nc5ccccc5s4)CC3)o2)cc1
 : i | 4
> CCNC(=O)N(C)C[C@H]1N[C@@](C)(C(=O)OC)[C@H]2C(=O)N(Cc3ccccc3)C(=O)[C@@H]12
 : i | -6
> O=C(c1cc(-c2ccncc2)nc2ccccc12)N1CCN(c2ncccn2)CC1
 : i | 2
> C[C@H](CO)N1C[C@H](C)[C@@H](CN(C)C(=O)NC2CCCCC2)Oc2ccc(NC(=O)Nc3ccc(C(F)(F)F)cc3)cc2C1=O
 : i | -4

Every second line gives: KCNK3 inh | DYRK1A inh
> CCN(CC)CCOC(=O)c1ccc(NC(=O)c2cn(-c3ccccc3)nc2-c2cccs2)cc1
 : i | 5
> Clc1ccc(-n2cnc3c(Cl)ncnc32)cc1Cl
 : i | 2
> O=C(Nc1ccc2nsnc2c1)c1ccc2c(c1)OCO2
 : i | 7
> Cc1csc2nc(COC(=O)c3ccc(Cl)c([N+](=O)[O-])c3)cc(=O)n12
 : i | 4
> Cn1nnnc1Sc1ncnc2scc(-c3cccc4ccccc34)c12
 : i | -2
> COc1cccc(C=NCCNC(=O)c2nonc2N)c1O
 : i | 3
> O=C1C2Sc3[nH]c(=O)sc3C(c3ccccc3)C2C(=O)N1c1ccc(Cl)cc1 (stereo not drawn)
 : i | 6
> O=C1CCC/C=C/C[C@@H](CC(=O)N(CCO)Cc2ccccc2)C(=O)NC[C@H](c2ccccc2)O1
 : i | 10
> COc1ccc(CN(C)C[C@H]2Oc3c(NC(=O)Nc4ccccc4)cccc3C(=O)N([C@H](C)CO)C[C@@H]2C)cc1
 : i | 7
> CCN1C[C@@H]2[C@@H]3C(=O)N(Cc4ccccc4)C(=O)[C@@H]3[C@](CC)(C1=O)N2C(=O)c1ccc(Br)cc1
 : i | 40
> C[C@H]1CN([C@@H](C)CO)C(=O)Cc2cc(NC(=O)Cc3ccccc3)ccc2O[C@H]1CN(C)S(=O)(=O)c1cccs1
 : i | -1
> Cc1ccc(NC(=O)CCS(=O)(=O)c2ccccc2)cc1S(=O)(=O)N1CCCCCC1
 : i | -1
> CC(OC(=O)CSc1ccc([N+](=O)[O-])cc1)C(=O)NC1CC1 (stereo not drawn)
 : i | 3
> O=C(OCC(=O)N1CCN(C(=O)c2ccco2)CC1)c1cccc(F)c1
 : i | -3
> O=C(Nc1ccccn1)C1CCN(S(=O)(=O)c2ccc3c(c2)OCCO3)CC1
 : i | 0

Every second line gives: KCNK3 inh | DYRK1A inh
> O=C(C[C@@H]1C/C=C\C[C@H](NC(=O)OCC2c3ccccc3-c3ccccc32)C(=O)OC[C@H]2CCCN2C1=O)NCCO
 : i | -3
> C[C@H](CO)N1C[C@H](C)[C@@H](CN(C)Cc2ccncc2)Oc2c(NS(=O)(=O)c3ccc(F)cc3)cccc2C1=O
 : i | -7
> Cc1cnn(C(=O)Cn2nc(C(F)F)c(Br)c2C)c1
 : i | -8
> O=C(CN1C(=O)NC2(CCCCC2)C1=O)Nc1cccc(S(=O)(=O)N2CCCC2)c1
 : i | 5
> CSc1cccc(N2CC(C(=O)N3CCN(S(=O)(=O)c4ccccc4Cl)CC3)CC2=O)c1 (stereo not drawn)
 : i | 1
> O=C(COC(=O)Cn1cc(C(F)(F)F)ccc1=O)NCc1ccccc1
 : i | 9
> CN(Cc1ccccc1)C(=O)COC(=O)/C=C/c1ccc2c(c1)OCO2
 : i | 1
> O=C(NC1CCCCC1)c1ccc([N+](=O)[O-])cc1
 : i | 1
> Cn1c(SCC(=O)NCC2CCCO2)nnc1-c1ccc(Cl)cc1 (stereo not drawn)
 : i | 14
> C[C@H](CO)N1C[C@H](C)[C@@H](CN(C)C(=O)Nc2ccc(C(F)(F)F)cc2)Oc2c(NC(=O)Nc3ccc(C(F)(F)F)cc3)cccc2C1=O
 : i | -10
> COc1ccc(NC(=O)CSc2nnc(Cn3c(=O)sc4ccccc43)n2C)cc1
 : i | -6
> CC(=O)N1CCN(S(=O)(=O)c2cccc(C(=O)NNC(=O)c3ccc(Br)cc3)c2)CC1
 : i | 2
> O=C(c1cc(O)c(O)c([N+](=O)[O-])c1)c1ccccc1F
 : i | 4
> Cc1ccc(NC(=O)CSCC(=O)OC(C)C(=O)Nc2ccccc2C)cc1 (stereo not drawn)
 : i | -11
> CC(C)(C)OC(=O)NCc1ccc(NC(=O)c2nc[nH]c2C(=O)NCCN(CCNC(=O)c2[nH]cnc2C(=O)Nc2ccc(CNC(=O)OC(C)(C)C)cc2)CCNC(=O)c2[nH]cnc2C(=O)Nc2ccc(CNC(=O)OC(C)(C)C)cc2)cc1
 : i | -7

Quoted at random: five entries already listed.
Every second line gives: KCNK3 inh | DYRK1A inh
> O=C(COC(=O)Cn1cc(C(F)(F)F)ccc1=O)NCc1ccccc1
 : i | 9
> CN(Cc1ccccc1)C(=O)COC(=O)/C=C/c1ccc2c(c1)OCO2
 : i | 1
> C[C@H](CO)N1C[C@H](C)[C@@H](CN(C)Cc2ccncc2)Oc2c(NS(=O)(=O)c3ccc(F)cc3)cccc2C1=O
 : i | -7
> CC(=O)N1CCN(S(=O)(=O)c2cccc(C(=O)NNC(=O)c3ccc(Br)cc3)c2)CC1
 : i | 2
> O=C(NC1CCCCC1)c1ccc([N+](=O)[O-])cc1
 : i | 1

(list continues)
Every second line gives: KCNK3 inh | DYRK1A inh
> CC(=O)c1ccccc1NC(=O)CSc1n[nH]c(=O)n1C1CC1
 : i | 2
> CN(C(=O)c1ccccc1C(=O)OCC(=O)Nc1ccccc1)c1ccccc1
 : i | 3
> CCN1CCN(C2=C(Cl)C(=O)N(Cc3ccccc3)C2=O)CC1
 : i | 10
> O=C(Cn1cc(C(F)(F)F)ccc1=O)N1CCc2ccccc2C1
 : i | 10
> O=C(Nc1ccc(OC(F)(F)F)cc1)c1cccc(-n2cnnn2)c1
 : i | 0
> O=C(C[C@H]1C[C@H](C(=O)N2CCCCC2)[C@@]2(CCc3ccccc3)c3[nH]c4cc(-c5ccco5)ccc4c3CCN2C1=O)NCc1cccc(C(F)(F)F)c1
 : i | -5
> COc1cc2sc(-c3ccc(S(C)(=O)=O)cc3)c(C(=O)NCc3ccc(C)o3)c2cc1OC
 : i | -7
> COc1cc2c(cc1OC)[C@@H](NC(=O)CCc1ccccc1)[C@H](OCc1ccccc1)C2
 : i | 0
> S=C(NC1CCCCC1)NN1CCCCCC1
 : i | -3
> O=c1oc(CCCO)cc2ccc(Br)cc12
 : i | 3
> COc1cccc(CNC(=O)COC(=O)c2nn(C)c(=O)c3ccccc23)c1
 : i | -1
> O=C(OCC(=O)N1CCC(Cc2ccccc2)CC1)c1cccnc1Cl
 : i | 2
> O=C(CCNC(=O)c1ccc([N+](=O)[O-])cc1)NCc1ccco1
 : i | 0
> C[C@H](CO)N1C[C@H](C)[C@@H](CN(C)C(=O)Nc2ccc3c(c2)OCO3)Oc2ccc(NC(=O)Cn3cnnn3)cc2C1=O
 : i | -3
> CCCCNc1c(-c2ccc(OC)c(SC(C)CC)c2)nc2ccc(Cl)cn12 (stereo not drawn)
 : i | 4

Some of the entries above, reformatted.
| KCNK3 inh | DYRK1A inh | SMILES |
| --- | --- | --- |
| i | 2 | CC(=O)c1ccccc1NC(=O)CSc1n[nH]c(=O)n1C1CC1 |
| i | 3 | CN(C(=O)c1ccccc1C(=O)OCC(=O)Nc1ccccc1)c1ccccc1 |

Following part:
Every second line gives: KCNK3 inh | DYRK1A inh
> CC(=O)Nc1ccc(C(=O)COC(=O)c2c(C)noc2C)c(F)c1
 : i | 1
> COc1ccc(NC(=O)c2c(C)noc2C(C)C)cc1S(=O)(=O)N1CCCCC1
 : i | -5
> CC(C)(C)c1cc(=O)n(-c2ccccc2)[nH]1
 : i | -3
> COc1ccc(S(=O)(=O)Nc2ccc3c(c2)CC(=O)N([C@H](C)CO)C[C@H](C)[C@H](CN(C)C(=O)Nc2ccc4c(c2)OCO4)O3)cc1
 : i | -3
> CCOC(=O)c1cccc(C2=CC(=O)C[C@H](c3ccc(Cl)cc3)C2)c1
 : i | 4
> CCOc1ccc(S(=O)(=O)N2CCC(C(=O)Nc3cc(S(C)(=O)=O)ccc3Cl)CC2)cc1
 : i | 2
> CCc1ccc(C(=O)COC(=O)C2=NN(c3ccccc3)C(=O)CC2)cc1
 : i | 4
> O=C(Nc1ccncc1)C1CC(=O)N(c2ccccc2)C1 (stereo not drawn)
 : i | 4
> COc1ccc(N(C)S(=O)(=O)c2ccc(Cl)c(C(=O)NNC(=O)c3ccccc3O)c2)cc1
 : i | 2
> O=C(Nc1nnc(C2CC2)s1)c1cc2ccccc2o1
 : i | -10
> CSCCC(NC(=O)c1ccccc1)C(=O)NCCc1ccc2c(c1)OCCO2 (stereo not drawn)
 : i | 17
> COc1ccc(CN(C)C(=O)COC(=O)c2cnc(Cl)c(Cl)c2)cc1
 : i | 5
> O=S(=O)(Cc1ccc(Cl)cc1)Oc1ccc(Cl)cc1
 : i | 0
> CCC(=O)c1ccc(OCC(=O)OCC(=O)c2c(N)n(C)c(=O)n(C)c2=O)cc1
 : i | 2
> Cc1ccc(C(=O)NCc2ccccn2)cc1S(=O)(=O)N1CCOCC1
 : i | 5

Every second line gives: KCNK3 inh | DYRK1A inh
> CCCc1ccc(NC(C)C(=O)Nc2ccc(S(=O)(=O)N3CCOCC3)cc2)cc1 (stereo not drawn)
 : i | -4
> O=C(Cn1cnc2c(OCc3ccccc3)ncnc21)NCCCN1CCCC1=O
 : i | 1
> CCOC(=O)c1ccc(NC(=O)CSc2ncccn2)cc1
 : i | 0
> O=C1NC(=S)S/C1=C\c1ccc(SCc2ccccc2)o1
 : i | 25
> C[C@H](CO)N1C[C@H](C)[C@@H](CN(C)C(=O)Nc2ccc(C(F)(F)F)cc2)Oc2ccc(NC(=O)c3ccncc3)cc2C1=O
 : i | -2
> O=C(C[n+]1ccc(C(=O)c2ccccc2)cc1)Nc1ccccc1OC(F)F
 : i | 5
> O=C(Cc1cccc(NC(=O)C2CCCN(C(=O)C3CCC3)C2)c1)Nc1ccc(C(=O)N2CCOCC2)cc1 (stereo not drawn)
 : i | -1
> COc1cccc(OC(=O)c2ccccc2)c1OC(=O)c1ccccc1
 : i | -1
> COc1ccc(CN(C)C(=O)/C=C/c2ccc(S(=O)(=O)N3CCCCCC3)cc2)cc1
 : i | -3
> CCOc1ccc(NC(=O)CN2CCCC2c2cccs2)cc1S(=O)(=O)N1CCCCC1 (stereo not drawn)
 : i | 1
> COc1ccc(OC)c(-c2c3cc(O)c(=O)cc-3oc3cc(O)c(O)cc23)c1
 : i | 4
> CC[C@]1(C(=O)OC)[C@H]2C(=O)N(Cc3ccccc3)C(=O)[C@H]2[C@H]2CN=C(SC)N21
 : i | -2
> CCOc1ccc(C(=O)CCC(=O)Nc2ccc(C)c(S(=O)(=O)N3CCCCC3)c2)cc1
 : i | 12
> O=C(Cc1c(F)cccc1Cl)OCC(=O)c1ccc[nH]1
 : i | -9
> COC(=O)[C@H](CC(C)C)N1Cc2cc(OC)cc(OC)c2-c2ccccc2S1(=O)=O
 : i | 4

Every second line gives: KCNK3 inh | DYRK1A inh
> CC1(C)Oc2ccc3ccc(=O)oc3c2[C@@H](O)[C@H]1O
 : i | 13
> c1ccc2c(-c3ccc(OCCN4CCCCC4)cc3)c(-c3ccsc3)sc2c1
 : i | 4
> Cc1cc(C)n2nc(N)nc2n1
 : i | -1
> O=C(NN=Cc1ccccc1Cl)c1cccc2ccccc12
 : i | 4
> O=C(NC1CCCCC1)c1cccc2c1C(=O)c1ccc(N3CCCC3)cc1S2(=O)=O
 : i | 11
> CC(=O)c1cccc(S(=O)(=O)N2CCC(C(=O)NC3CCCC3)CC2)c1
 : i | -2
> CC(=O)C1=CN(Cc2ccccc2)CCC1=O
 : i | -4
> Cc1cc(C)n(CC(=O)NNC(=O)COc2ccc(Cl)cc2Cl)n1
 : i | 0
> COC(=O)[C@]1(C)N[C@H](c2ccc(-c3ccc(OC)cc3)cc2)[C@@H]2C(=O)N(C)C(=O)[C@@H]21
 : i | 14
> CCCCNc1ccc2c(c1)C1CC2CCN1C(=O)OCc1ccccc1 (stereo not drawn)
 : i | -5
> Cc1c(C(=O)N2CCN(c3ccc([N+](=O)[O-])cc3)CC2)oc2ccccc12
 : i | 3
> COc1ccc(CCNC(=O)COC(=O)c2sc(C)nc2C)cc1
 : i | -4
> c1cc2c3c(cccc3c1)-c1cnccc1-2
 : i | -1
> CCOc1ccc(S(=O)(=O)NCCC(=O)NCC2CCCO2)cc1 (stereo not drawn)
 : i | 5
> Cc1ccc(C(=O)N2CCN(S(=O)(=O)c3ccccc3C#N)CC2)cc1S(=O)(=O)N1CCOCC1
 : i | 1

Every second line gives: KCNK3 inh | DYRK1A inh
> OCC[C@H]1C[C@H](O)[C@@H](O)[C@]2(CCc3ccccc3CO2)O1
 : i | 4
> O=C(COc1ccccc1F)NNC(=O)Cn1c(=O)cnc2ccccc21
 : i | -3
> COc1ccccc1/C=N/n1c(N)c(C(=O)NC2CCCCC2)c2nc3ccccc3nc21
 : i | -4
> O=C(COC(=O)Cn1cnc2ccccc21)Nc1ccccc1C(F)(F)F
 : i | 5
> CCc1cccc(NS(=O)(=O)c2c(C)nc3sc(CC)nn3c2=O)c1
 : i | 0

An excerpt, so the mix of outcomes need not match the whole.
